IL1B secr inh – qHTS for Inhibitors of Inflammasome Signaling: IL-1-beta AlphaLISA Primary Screen; THP-1 LPS/ATP IL-1B secretion, AlphaLISA, 16 h; hits give low values; activity change, % at 57.5 µM; actives 4.7% (n = 360,000); in the data active means activity change below about -50%; inconclusive means mostly about -30% to -49%; further: on the % scale 0 is the no-effect control and ±100 the full control effect
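THP-1 cells pretreated 1 hr with compounds (up to 57.5 uM final), then stimulated with LPS (250 ng/mL final) plus ATP (1.25 mM final); secreted IL-1B measured by AlphaLISA after 16 hr, decreased signal indicating inhibition.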
Nrf2 activator – qHTS of Nrf2 Activators | AREc32 ARE-luciferase reporter (MCF7-derived line), luminescence, 24 h | Potency, µM (top dose mostly 46.1 µM), without a hit: top-dose activation, hits mostly activators | actives 0.31% (n = 410,000); further: potency means the concentration at half of the fitted maximal effect; % of control where 0% means no effect; nearly all actives have a fitted effect of over 65% in size
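Reporter line AREc32 (ARE-Fluc), seeded overnight in OPTI-MEM with 5% FBS; compound pin-transferred, 24 hr at 37 deg C, 5% CO2; luminescent read-out.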
S2 tox – Viability Counterscreen for Primary qHTS for Inhibitors of ATXN expression; S2 cells (HEK-293 line with an ATXN2-luciferase reporter) viability, CellTiter-Fluor protease fluorescence, 24 h; Potency, µM (highest dose often 56.7 µM), hits mostly cytotoxic; actives 0.49% (n = 400,000); AID 651635, 2014; further: potency means the concentration at half of the fitted maximal effect; nearly all actives have a fitted effect of over 40% in size
Nrf2 inh – Nrf2 qHTS screen for inhibitors; A549 ARE-Fluc reporter, luciferase luminescence, 18-24 h; Potency, µM (top dose mostly 46 µM), for inactives: at the highest dose activity change, negative = inhibition, actives largely listed as inhibitors; actives 2.1% (n = 360,000); further: potency means the concentration at half of the fitted maximal effect; on the % scale 0 is the no-effect control and ±100 the full control effect; nearly all actives have a fitted effect of over 60% in size
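Nrf2 function is reported as luminescence of an ARE-controlled luciferase in A549 cells. Compounds were tested at several concentrations, and a CellTiter-Fluor read on the same wells flagged cytotoxicity.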
TGFb SMAD3 inh – qHTS for Inhibitors of TGF-b; AID 588855, 2011; actives 1.2% (n = 410,000); Potency, µM (doses to about 46.1 µM), for inactives: top-dose activity, negative = inhibition, most hits filed as inhibitors; HepG2 CAGA-GFP TGF-b/SMAD3 reporter, GFP fluorescence, 18 h; TGF-beta stimulated, 500 pg/mL final; further: potency means the concentration at half of the fitted maximal effect; on the % scale 0 is the no-effect control and ±100 the full control effect; nearly all actives have a fitted effect of over 65% in size
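HEPG2 CAGA-GFP reporter cells (1000/well, DMEM with 1% FBS) received compounds, then recombinant TGF-beta at 500 pg/mL final for 18 hours at 37 degrees C. Per-cell GFP summed per well was normalised to unstimulated and stimulated DMSO controls before curve fitting.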
ATXN2 expr inh – Primary qHTS for Inhibitors of ATXN expression; AID 1745845, 2022; Potency, µM (series often up to 57 µM), inactives show top-dose activity change, negative = inhibition, actives largely listed as inhibitors; actives 0.72% (n = 360,000); HEK-293 ATXN2-luciferase reporter, luminescence, 24 h; further: potency means the concentration at half of the fitted maximal effect; on the % scale 0 is the no-effect control and ±100 the full control effect; nearly all actives have a fitted effect of over 55% in size
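ATXN2-luciferase reporter cells (luciferase flanked by upstream and downstream ATXN2 gene portions) were treated 24 h at 37 °C with compounds at up to 57 uM. SteadyGlo luminescence gave expression; GF-AFC fluorescence gave viability.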
MCF10A rerep – A quantitative high throughput screen for small molecules that induce DNA re-replication in MCF 10a normal breast cells; MCF 10A DNA re-replication, Hoechst nuclear intensity, 48 h; Potency, µM (titrated, usually from 46.1 µM), for inactives: at the top dose activity, positive = re-replication, actives largely listed as activators; AID 624296, 2012; actives 2.9% (n = 350,000); further: potency means the concentration at half of the fitted maximal effect; % of control where 0% means no effect; nearly all actives have a fitted effect of over 50% in size
A549 viability – Nrf2 qHTS screen for inhibitors: counterscreen for cytotoxicity; A549 ARE-Fluc cells, CellTiter-Fluor viability, 18-24 h; Potency, µM (series often up to 46 µM), inactives show at the highest dose activity change, negative = cytotoxicity, usual class: inhibitors; actives 0.16% (n = 390,000); further: potency means the concentration at half of the fitted maximal effect; on the % scale 0 is the no-effect control and ±100 the full control effect
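Cytotoxicity counterscreen: CellTiter-Fluor fluorescence was measured in A549 ARE_Fluc cells after 18-24 h of compound exposure in a concentration series. The subsequent BugLite luminescent read reports ARE-luciferase activity.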
HepG2 tox – qHTS for Inhibitors of TGF-b: Cytotox Counterscreen; HepG2 CAGA-GFP viability, ATP luminescence, 18 h; Potency, µM (doses to about 46.1 µM), for inactives: at the top dose activity change, negative = cytotoxicity, hits mostly cytotoxic; actives 0.76% (n = 410,000); further: potency means the concentration at half of the fitted maximal effect; some results filed as inactive show a strong effect at the top dose
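HepG2 CAGA-GFP cells (1000/well, DMEM with 1% FBS) received compound, then TGF-beta at 500 pg/mL final, and were incubated 18 hours at 37 degrees C. Viability was read by CellTiter-Glo luminescence. Media-only wells were set as complete cell-killing and DMSO as no toxicity.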
* = called active by the depositor; i = inactive; ? = inconclusive; nt = no result given; [ ] = another dose, or the depositor's remark. Unless noted, the call rests on the fitted dose curve; in most records, active means well fitted curve in the direction sought with a large enough effect; inconclusive means small, poorly fitted or top-dose-only effect, or another doubt; inactive means no such curve, though single readings can be large; an effect the other way counts as inactive or inconclusive.

SMILES	IL1B secr inh	Nrf2 activator	S2 tox	Nrf2 inh	TGFb SMAD3 inh	ATXN2 expr inh	MCF10A rerep	A549 viability	HepG2 tox
COC(=O)c1ccc(OCCOCCOc2cccc3ccc(C)nc23)cc1	-8	0.6%	i	-13%	-2%	41%[activator]	1%	3%	-13%
N#Cc1ccccc1CSc1nc(O)cc(=O)[nH]1	10	-0.6%	i	-4%	-2%	-4%	-3%	-9%	-13%
COCCCN1C(=O)C(O)=C(C(=O)c2ccco2)C1c1ccccc1 (stereo not given)	9	-0.4%	i	0%	-25%	2%	-3%	?	-1%
C[C@@H]1CN([C@H](C)CO)C(=O)c2cc(Br)cnc2O[C@@H]1CN(C)C(=O)C1CCOCC1	24	0.5%	i	nt	0%	-4%	nt	nt	-17%
Cc1ccc(C)c(NC(=O)CCc2nnc3ccc(N4CCCCC4)nn23)c1	13	-0.2%	i	-3%	-1%	-9%	-4%	-1%	0%
CCOC(=O)c1cnc2nc(N3CCOCC3)nn2c1N	-8	3.5%	nt	5%	5%	5%	?	5%	-12%
CCC(C(=O)Nc1cc(C)ccc1OC)n1nnc(C(=O)OC)c1C(=O)OC (stereo not given)	nt	0.4%	i	6%	-19%	-1%	nt	2%	-2%
CCCc1cnc(N2CCN(S(=O)(=O)c3cccs3)CC2)nc1	12	-1.5%	i	-18%	-1%	13%	-4%	1%	-2%
COc1ccc(CNC(=O)c2ccc(-c3nc(CSc4ccc(C)cc4)c(C)o3)cc2)cc1OC	nt	-0.5%	i	?	29%	-2%	nt	-4%	2%
CCOC(=O)C(Cc1ccccc1)NC(=O)CCc1c(C)nc2ncnn2c1C (stereo not given)	-5	0.3%	i	3%	-9%	-3%	258%[0.0737 µM]	-5%	7%
COc1ccc2cc(N3CCCC3=O)ccc2c1	-15	3.0%	?	?	-3%	14%	4%	-18%	-3%
O=C(NNC(=S)Nc1ccc(Cl)cc1)c1ccccc1	16	-0.2%	i	?	-15%	3%	-1%	-12%	-47%
CC1(C(=O)NCCc2ccccc2)Cc2c(-c3ccc(C(N)=O)cc3)ccnc2O1 (stereo not given)	31	5.3%	i	nt	11%	3%	nt	nt	-47%
Nc1nonc1C(=Nc1ccc(Br)cc1)NO	-21	?	i	3%	-3%	-1%	-186%[0.0737 µM]	-7%	0%
CC1CC2(CCCCC2)Nc2c1ccc1ccccc21 (stereo not given)	29	1.7%	i	16%	2%	-9%	?	4%	8%
CCCCN(C=O)c1c(CC)nc2c(OCc3cccc(Cl)c3)cccn12	14	-0.7%	i	nt	?	-25%	nt	nt	-28%
CSCCC(NS(=O)(=O)c1cccc(C(F)(F)F)c1)C(=O)N1CCN(C(=O)c2ccco2)CC1 (stereo not given)	12	-0.6%	i	?	1%	11%	-7%	6%	-11%
N#Cc1ccc(Oc2c(Cl)cncc2Cl)cc1	-17	-0.2%	i	7%	0%	-5%	3%	3%	-13%
Cc1c(-n2c(CN3C(=O)c4ccccc4C3=O)nc3ccccc3c2=O)c(=O)n(-c2ccccc2)n1C	15	-0.7%	i	nt	-11%	3%	-2%	0%	-5%
CSc1nc(-c2ccccc2)nc(N2CCCC2)c1C(C)=O	-7	-0.5%	i	-6%	-12%	-7%	6%	5%	-5%
COc1ccc(Cc2nnc(NC(=O)c3ccc(OC)c(OC)c3)s2)cc1	28	2.0%	i	-11%	-9%	-11%	3.7µM*	0%	-18%
Cc1ccc(Cn2c(N)nc3ccccc32)cc1	-25	3.8%	i	-21%	3%	-15%[11.3 µM]	10%	1%	-27%
O=C(c1cccc(N2C(=O)C3C4C=CC(C4)C3C2=O)c1)N1CCCc2ccccc21 (stereo not given)	18	0.1%	i	6%	-6%	7%	0%	-2%	-1%
COC(=O)c1sccc1NC(=S)Nc1ccccc1	0	-0.2%	i	6%	10%	-1%	-71%[inhibitor]	1%	12%
Cc1ccc(Sc2nc(-c3ccccc3)nnc2C(F)(F)F)cc1	0	-0.2%	?	-27%	17%	?	8.2µM*	-17%	9%

Entries shown so far with two or more sulfur atoms:
SMILES	IL1B secr inh	Nrf2 activator	S2 tox	Nrf2 inh	TGFb SMAD3 inh	ATXN2 expr inh	MCF10A rerep	A549 viability	HepG2 tox
CCCc1cnc(N2CCN(S(=O)(=O)c3cccs3)CC2)nc1	12	-1.5%	i	-18%	-1%	13%	-4%	1%	-2%
CSCCC(NS(=O)(=O)c1cccc(C(F)(F)F)c1)C(=O)N1CCN(C(=O)c2ccco2)CC1 (stereo not given)	12	-0.6%	i	?	1%	11%	-7%	6%	-11%
COC(=O)c1sccc1NC(=S)Nc1ccccc1	0	-0.2%	i	6%	10%	-1%	-71%[inhibitor]	1%	12%

The list goes on.
SMILES	IL1B secr inh	Nrf2 activator	S2 tox	Nrf2 inh	TGFb SMAD3 inh	ATXN2 expr inh	MCF10A rerep	A549 viability	HepG2 tox
COc1ccc(S(=O)(=O)N2CCOCC2)cc1NC(=O)Cc1ccc(F)cc1	12	-0.3%	i	nt	-11%	nt	nt	nt	3%
O=C(/C=C/c1cccc([N+](=O)[O-])c1)Nc1ccccn1	-13	-0.5%	i	16%	-1%	nt	-3%	0%	0%
CCOC(=O)c1c(C)n(-c2ccc(OC)cc2)c2c(C/C(C)=N/O)c(Br)c(OC)c(O)c12	-1	-0.6%	i	-13%	34%[activator]	7%	8%	1%	1%
Cc1cc(NC(=O)C(C)SCC(=O)OCC(=O)Nc2c(C)cccc2C(C)C)no1 (stereo not given)	22	-0.2%	i	2%	-21%	7%	-3%	16%	-13%
COc1ccc2[nH]c(C)c(C(=O)CN3CCc4cc(OC)c(OC)cc4C3)c2c1	-2	3.2%	i	?	?	-19%	16%	?	-37%
CN1CCN(C(=S)NC(=O)c2ccccc2Br)CC1	-9	?	i	1%	-9%	5%	-1%	4%	-22%
COc1ccc(/C=C2/NC(=O)CNC2=O)cc1	-4	0.5%	i	-1%	-11%	nt	-2%	-6%	6%
Cc1cc(-c2ccc(S(=O)(=O)N3CCc4ccccc4C3)s2)on1	1	0.2%	i	-5%	-4%	-10%	19%	2%	-1%
CCCC/C(C)=N/NC(=O)CN(c1ccc(Br)cc1)S(=O)(=O)c1ccccc1	-12	1.6%	i	5%	-20%	-9%	16%	-6%	2%
CC1(C)C[C@@H]2C[C@@](C)(CN2C(=O)c2cc(COc3cccc(C(F)(F)F)c3)on2)C1	-61*	2.8%	?	?	?	15%	?	-12%	-6%
CCn1c2ccccc2c2cc(NC(=O)COC(=O)c3ccc(O)cc3)ccc21	?	-0.2%	i	?	34%[activator]	?	?	-12%	-34%
Cc1ccc(CN2CCN(/N=C/c3cc(Br)cc(Br)c3O)CC2)cc1	-12	-0.5%	?	12%	-4%	-3%	?	9%	-1%
CSc1ccc(NC(=O)C2(C)CCN2C(=O)C2(c3ccccc3)CC2)cc1 (stereo not given)	-8	0.6%	i	nt	?	-17%	nt	nt	-47%
O=C(/C=C/c1cccs1)N1CCC2(CC1)Oc1ccc(Cl)cc1C(=O)C21CC(c2ccc(Cl)cc2)=NO1 (stereo not given)	-17	0.4%	i	1%	12%	-1%	?	-5%	9%
O=C(C1CC(=O)N(c2ccccc2)C1)N1CCN(C2=NS(=O)(=O)c3ccccc32)CC1 (stereo not given)	-18	0.1%	i	-3%	-17%	-1%	6%	7%	18%
O=C(Cc1ccccc1)NNC(=O)c1ccccc1C(=O)O	10	0.1%	i	6%	-3%	4%	0%	4%	-12%
CCOc1cc(C2C(C(=O)OC)=C(C)N=C3SC(C)C(=O)N32)ccc1OC(C)=O (stereo not given)	-2	-0.3%	i	2%	0%	1%	-5%	0%	-10%
Cc1ccc(NC(=O)CSCC(=O)N2CCN(c3cccc(C(F)(F)F)c3)CC2)cc1	-6	-0.5%	i	-8%	?	-12%	16%	-18%	-27%
CC1(C(=O)NCc2ccco2)CCN1C(=O)C1(c2ccccc2)CC1 (stereo not given)	-107*	6.7%	i	nt	-5%	-60%	nt	nt	-8%
O=C(Nc1ccccc1Cl)Nn1cnnc1	4	0.1%	i	0%	-2%	13%	-1%	2%	-1%
CCN(CC)c1ccc(C(=O)N/N=C/c2ccccc2OC(F)F)cc1	113	2.1%	i	?	?	?	?	-12%	-42%
Cc1ccc(S(=O)(=O)Nc2c(NC3CCCCC3)c3ccccc3oc2=O)cc1	?	2.0%	i	?	-26%	-23%	11%	1%	-3%
c1ccc(-n2ncc3c(NCc4cccs4)ncnc32)cc1	-27	4.6%	i	31%	-14%	69%[activator]	-2%	0%	1%
COc1ccccc1-c1c(C)oc2cc(OC(=O)c3ccco3)ccc2c1=O	3	-0.7%	i	-49%	0%	-10%	4%	nt	0%
CCN=C1NN=C(c2cc(C)n(Cc3ccco3)c2C)CS1	4	-0.5%[9.22 µM]	i	?	-9%	?	9%	6%	-11%

The results go on.
SMILES	IL1B secr inh	Nrf2 activator	S2 tox	Nrf2 inh	TGFb SMAD3 inh	ATXN2 expr inh	MCF10A rerep	A549 viability	HepG2 tox
COc1cccc(OCc2cc(C(=O)N3CCCC3c3ccccn3)no2)c1 (stereo not given)	-9	3.0%	i	?	12%	44%[activator]	14%	-1%	3%
N#Cc1c(N)[nH]c(=S)c(C#N)c1-c1ccccc1	-8	4.0%	i	14%	-1%	-4%	?	-9%	11%
O=C(NCCCN1CCOCC1)/C(=C/c1ccc(-c2cccc([N+](=O)[O-])c2)o1)NC(=O)c1ccccc1	?	4.6%	?	nt	-2%	nt	nt	nt	-33%
CCOc1nc2ccccc2nc1NS(=O)(=O)c1ccccc1	33	0.2%	i	-26%	?	3%	9%	3%	1%
O=C(NCCCc1ccccc1)c1cc(COc2c(F)cccc2F)on1	-11	0.1%	i	27%	-24%	29%	2%	5%	-14%
COC(=O)c1ccccc1NC(=O)CSc1nnnn1-c1ccc(C)cc1C	2	-0.2%	i	?	-27%	-8%	13µM*	?	-12%

Assay outcomes deposited in PubChem by National Center for Advancing Translational Sciences (NCATS).
